Pol eta inh = qHTS for Inhibitors of Polymerase Eta | 1.2% of 390,000 active | recombinant Pol eta, fluorescent DNA replication assay | Potency, µM (highest dose often 114 µM), for the others: at the top dose activity change, negative = inhibition, hits mostly inhibitors | DNA polymerase eta (Homo sapiens), Q9Y253; also: potency is read from the fitted curve at half-maximal effect; % is scaled to controls: 0 for no effect and ±100 for the full control effect
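Pol eta (10 nM) was preincubated with compounds for 15 min at room temperature, after which fluorescent replication substrate (50 nM final) was added to start the reaction. Fluorescence was read kinetically at 0 and 10 min.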
POLK inh = qHTS for Inhibitors of Polymerase Kappa; Potency, µM (highest dose often 107 µM), inactives show at the highest dose activity, negative = inhibition, usual class: inhibitors; 0.53% of 400,000 active; AID 588579, 2011; purified Pol kappa, fluorescent DNA synthesis assay, 10 min; also: potency is read from the fitted curve at half-maximal effect; % is scaled to controls: 0 for no effect and ±100 for the full control effect
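Pol kappa 10 nM + cpd, 15 min RT; start w/ substrate 50 nM final; fluorescence kinetic read, 0 and 10 min. Neg ctrl: buffer, no enzyme.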
GRP78 ERSR act = qHTS for Inducers of the Endoplasmic Reticulum Stress Response (ERSR) in Human Glioma: qHTS; U87-MG GRP78 promoter luciferase reporter, 16 h; Potency, µM, for the others: top-dose activation, hits mostly activators; 0.02% of 420,000 active; AID 602332, 2012; also: potency is read from the fitted curve at half-maximal effect; series mostly up to about 76 µM; % of control where 0% means no effect; nearly all actives have a fitted effect of over 35% in size
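ERSR induction read as luciferase luminescence (Bright-Glo, 10 min at room temperature) in stably transfected human U87-MG glioma cells exposed to compounds for 16 h, using GRP78 as sensor.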
POLB inh = qHTS Assay for Inhibitors of DNA Polymerase Beta. 1.3% of 340,000 active. Pol beta primer extension/strand displacement, fluorescence kinetic. Potency, µM (titrated, usually from 114 µM), for inactives: at the top dose activity change, negative = inhibition, actives largely listed as inhibitors. AID 485314, 2010; also: potency is read from the fitted curve at half-maximal effect; % is scaled to controls: 0 for no effect and ±100 for the full control effect
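Enzyme-only controls used 10 nM Pol beta; buffer lacking enzyme served as negative control. Compound preincubated 15 min, then 50 nM substrate added; 0 and 10 min reads at room temperature.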
APEX1 inh = qHTS Assay for Inhibitors of the Human Apurinic/apyrimidinic Endonuclease 1 (APE1) | DNA repair nuclease/redox regulator APEX1 (Homo sapiens), P27695 | recombinant APE1, TAMRA/BHQ-2 abasic DNA cleavage fluorescence | Potency, µM (doses to about 65.8 µM), for inactives: top-dose activity change, negative = inhibition, usual class: inhibitors | 0.35% of 350,000 active | AID 2517, 2012;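 also: potency is read from the fitted curve at half-maximal effect; plate controls were vehicle for no effect and reference inhibitor for full effect; nearly all actives have a fitted effect of over 55% in size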
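Endonuclease cleavage of a quenched abasic-site DNA duplex (50 nM) by APE1 (0.75 nM) was tracked by TAMRA dequenching. Compounds were preincubated with enzyme 15 min at room temperature; data normalized to buffer-only and DMSO wells plus NSC13755 control.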
LDHA inh = qHTS assay for inhibitors of human lactate dehydrogenase; purified LDHA, NADH/diaphorase-resazurin fluorescence; stronger effect = lower value; L-lactate dehydrogenase A chain (Homo sapiens), P00338; activity change, % (values are at about 110 or 230 µM); AID 1347041, 2019; 0.15% of 480,000 active; in the data active = activity change below about -30%; inconclusive = mostly about -25% to -30%;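 also: plate controls were DMSO wells for no effect and wells without enzyme for full effect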
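Resorufin fluorescence (ex540/em590), read at 0 and 20 min after diaphorase/resazurin addition, reports the NADH left after a 5 min room-temperature reaction of 2 nM human LDH5 with 0.06 mM NADH and 0.2 mM pyruvate.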
Apoferritin bind = qHTS Assay for Identification of Novel General Anesthetics | Ferritin light chain (Equus caballus), P02791 | apoferritin/1-aminoanthracene competitive binding, fluorescence | Potency, µM (titrated, usually from 77.5 µM), for the others: top-dose activity change, negative = displacement, most hits filed as inhibitors | 0.074% of 350,000 active; also: potency is read from the fitted curve at half-maximal effect; % is scaled to controls: 0 for no effect and ±100 for the full control effect; nearly all actives have a fitted effect of over 20% in size
Target sequence (P02791 2-175 limits assumed): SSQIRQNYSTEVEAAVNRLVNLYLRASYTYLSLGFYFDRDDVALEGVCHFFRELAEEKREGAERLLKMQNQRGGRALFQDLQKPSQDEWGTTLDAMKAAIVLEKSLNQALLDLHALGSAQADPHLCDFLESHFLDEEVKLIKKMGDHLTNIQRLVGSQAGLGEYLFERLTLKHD
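Horse-spleen apoferritin (10 uM) in 50% saturated 1-aminoanthracene in PBS was incubated 10 min at room temperature with compound. Fluorescence (ex 380, em 535 nm) was normalized to free and bound 1-AMA, with concentration-response fitted by a four-parameter Hill equation.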
BLM helicase inh = qHTS Assay for Inhibitors of Bloom's syndrome helicase (BLM); recombinant BLM DNA unwinding, fluorescence dequenching; RecQ-like DNA helicase BLM (Homo sapiens), P54132; Potency, µM (series often up to 56.1 µM), for inactives: at the highest dose activity change, negative = inhibition, hits mostly inhibitors; 0.2% of 350,000 active;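 also: potency is read from the fitted curve at half-maximal effect; plate controls were vehicle for no effect and no enzyme for full effect; nearly all actives have a fitted effect of over 35% in size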
POLI inh = qHTS for Inhibitors of Polymerase Iota; 1% of 390,000 active; DNA polymerase iota (Homo sapiens), Q9UNA4; Pol iota fluorescent replication assay, 10 min; AID 588590, 2011; Potency, µM (top dose mostly 115 µM), without a hit: top-dose activity, negative = inhibition, most hits filed as inhibitors; also: potency is read from the fitted curve at half-maximal effect
Target sequence (Q9UNA4 whole entry, looked up): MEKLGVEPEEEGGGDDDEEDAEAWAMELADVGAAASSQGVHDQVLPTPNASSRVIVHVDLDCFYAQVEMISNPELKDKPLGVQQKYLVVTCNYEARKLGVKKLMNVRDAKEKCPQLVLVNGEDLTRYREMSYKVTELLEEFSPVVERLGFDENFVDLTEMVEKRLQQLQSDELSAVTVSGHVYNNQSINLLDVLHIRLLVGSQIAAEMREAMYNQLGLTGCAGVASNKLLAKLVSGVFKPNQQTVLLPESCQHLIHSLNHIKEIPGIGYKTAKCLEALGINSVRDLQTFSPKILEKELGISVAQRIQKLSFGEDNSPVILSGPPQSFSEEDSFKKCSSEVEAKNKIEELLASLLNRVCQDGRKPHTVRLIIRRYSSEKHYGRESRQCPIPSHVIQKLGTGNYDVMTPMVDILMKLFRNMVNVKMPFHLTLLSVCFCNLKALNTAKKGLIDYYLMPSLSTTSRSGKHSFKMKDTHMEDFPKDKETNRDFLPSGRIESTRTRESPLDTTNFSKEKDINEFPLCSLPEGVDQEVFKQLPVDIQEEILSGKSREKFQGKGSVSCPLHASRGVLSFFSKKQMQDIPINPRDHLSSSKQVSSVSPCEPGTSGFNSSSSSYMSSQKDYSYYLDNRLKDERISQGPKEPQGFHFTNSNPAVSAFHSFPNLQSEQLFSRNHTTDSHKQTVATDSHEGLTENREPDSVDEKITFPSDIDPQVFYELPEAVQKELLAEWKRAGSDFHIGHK
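Fluorescent replication assay read twice, at 0 min and 10 min after adding 50 nM (final) substrate. Enzyme (10 nM) and compounds were first incubated 15 min at room temperature; enzyme-free buffer wells were negative controls.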
Starred values were filed as active, the others as inactive; ? = inconclusive; . = not tested or not shown; & = joins results of further samples; [ ] = dose if it differs, or a comment. Unless noted, calls follow the shape of the dose curve; as a rule, active = well fitted curve in the direction sought with a large enough effect; inconclusive = small, poorly fitted or top-dose-only effect, or another doubt; inactive = no such curve, though single readings can be large; an effect the other way counts as inactive or inconclusive. A portion of the library (hit frequency here may not be typical).

structure	Pol eta inh	POLK inh	GRP78 ERSR act	POLB inh	APEX1 inh	LDHA inh	Apoferritin bind	BLM helicase inh	POLI inh
O=[N+]([O-])/C=C\c1ccc(N2CCCC2)c(F)c1	-25%	6%	-12%	-7%	-4%	1	-19%	-5%	?
C/C(=C\C(=O)c1ccccc1)Nc1ccc(Br)c(Cl)c1	6%	4%	2%	2%	-1%	1	3%	-7%	18%
Cc1cc2c(n1-c1ccc(C(=O)O)cc1)CCCCC2	.	.	.	2.5µM*	6µM*	.	-9%	-1%	.
CN(C)S(=O)(=O)c1ccc(N2CCN(S(=O)(=O)c3ccc(F)cc3)CC2)c(Cl)c1	-14%	0%	-1%	9%	-6%	4	2%	-5%	6%
CS(=O)(=O)N(CCC#N)Cc1ccco1	-18%	-14%	-8%	75%	3%	-4	-4%	-1%	85%[activator]
CCC1CCCCN1C(=O)c1sc2ncnc(N(CC)CC)c2c1C (stereo unspecified)	-9%	8%	-4%	19%	2%	2	-20%	-8%	-5%
COc1ccc(S(=O)(=O)N2CCSC2c2ccc(N)cc2)cc1 (stereo unspecified)	-9%	-3%	-4%	-9%	-8%	1	-21%	1%	-7%
CCNS(=O)(=O)c1ccc(NC(=O)Nc2cc(C)ccc2OC)cc1	?	-13%	2%	3%	-1%	-1	-1%	-10%	22%
Cc1ccc(S(=O)(=O)Nc2cccc(C(=O)NCC(C)(C)N3CCOCC3)c2)cc1F	-21%	-12%	-7%	.	0%	-3	.	.	13%
O=C1CC(c2ccccc2)Cc2nc3ncnn3cc21 (stereo unspecified)	-13%	-3%	-3%	26%	-3%	6	-2%	2%	2%

(listing goes on)
structure	Pol eta inh	POLK inh	GRP78 ERSR act	POLB inh	APEX1 inh	LDHA inh	Apoferritin bind	BLM helicase inh	POLI inh
O=C(CSCc1nc2cccnc2n1C1CCCCC1)NCc1cccc(Br)c1	-23%	-5%[60.1 µM]	-5%	1%	.	17	-17%	-4%	-4%
O=C(CNC(=O)Cc1ccccc1)NCC(=O)N1CCN(C(c2ccccc2)c2ccccc2)CC1	1%	6%	-2%	?	-10%	-1	-9%	0%	29%
COc1ccc2nc(SCC(=O)Nc3ccccc3C#N)[nH]c2c1	-12%	-8%	6%	2%	0%	-6	-14%	-2%	0%
CCn1c(SCC(=O)N2CCCC2)nc2ccccc21	-8%	11%	-4%	-3%	-2%	-3	-2%	0%	41%[activator]
COc1ccc(OC)c(NC(=O)c2oc(=O)c3ccccc3c2-c2ccccc2)c1	-16%	-12%[60.1 µM]	-2%	-9%	.	2	-10%	-5%	26%
CCC(=O)N1c2ccccc2CC1C(=O)N1CCN(c2ccccc2F)CC1 (stereo unspecified)	-11%	-3%[60.1 µM]	-2%	19%	.	-3	-12%	-1%	17%
O=C1C[C@H](c2ccc3ccccc3c2)N1S(=O)(=O)c1ccccc1[N+](=O)[O-]	.	5%	-5%	.	-3%	.	-13%	0%	-3%
OCC(CBr)(CBr)CBr	-2%	-25%	4%	.	31%&-1%	1	.	.	-15%
O=C(COc1cccc(Br)c1)N/N=C/C(=O)c1ccccc1	-17%	-7%	1%	-9%	-3%	-4	?	-16%	-2%
Cc1ccc(C(C(=O)NCC2CCCO2)N(Cc2ccccc2)C(=O)c2ccc(-c3ccccc3)[nH]2)o1 (stereo unspecified)	?	-6%	-4%	6%	1%	2	0%	-6%	7%

Complete entries from above. Values in the order: Pol eta inh	POLK inh	GRP78 ERSR act	POLB inh	APEX1 inh	LDHA inh	Apoferritin bind	BLM helicase inh	POLI inh
Record of CN(C)S(=O)(=O)c1ccc(N2CCN(S(=O)(=O)c3ccc(F)cc3)CC2)c(Cl)c1 : -14%	0%	-1%	9%	-6%	4	2%	-5%	6%
Record of CCn1c(SCC(=O)N2CCCC2)nc2ccccc21 : -8%	11%	-4%	-3%	-2%	-3	-2%	0%	41%[activator]

Continued:
Values run as follows: Pol eta inh | POLK inh | GRP78 ERSR act | POLB inh | APEX1 inh | LDHA inh | Apoferritin bind | BLM helicase inh | POLI inh
- CCCn1c(N)c(C(=O)CN2CCN(S(=O)(=O)c3cccc(Cl)c3)CC2)c(=O)[nH]c1=O
    -16% | 19% | -3% | . | -6% | 3 | . | . | 8%
- NC(=O)CC(NC(=O)Cc1cccc2ccccc12)c1ccc(NCCOc2ccccc2)c([N+](=O)[O-])c1 (stereo unspecified)
    7% | -3% | -11% | -2% | 7% | -12 | 6% | -5% | ?
- N#Cc1ccccc1COC(=O)c1cc(=O)c2ccccc2o1
    -5% | -1% | 6% | -1% | -5% | -11 | -2% | -3% | 4%
- COc1cccc(C(C)NC(=O)C2CCCO2)c1 (stereo unspecified)
    -5% | -2% | -5% | 33% | 22% | -5 | -9% | -2% | 43%[activator]
- CCCCN(C(=O)c1ccc([N+](=O)[O-])o1)c1c(N)n(CC(C)C)c(=O)[nH]c1=O
    ? | -4% | -4% | . | 6% | -1 | . | . | 11%
- CCc1ccc(-c2cnc3ccccc3n2)cc1NC(=O)CNC(=O)c1ccccc1
    -18% | -3% | -4% | 3% | -11% | -6 | -6% | -6% | 24%
- O=C(CCN1C(=O)[C@H]2CC=CC[C@H]2C1=O)NCc1nc(-c2ccc(Cl)cc2)no1
    -6% | -9% | -6% | -3% | -2% | -5 | -3% | -3% | 38%[activator]
- Cc1cccnc1NC(=O)COc1ccc2c(c1)CCC2
    -3% | 0% | 2% | . | -9% | -10 | . | . | 17%
- O=C(CNS(=O)(=O)c1ccc(Cl)cc1)N/N=C/c1ccco1
    -10% | -7% | -3% | 52% | 4% | 1 | -22% | -6% | 74%[activator]
- COc1cccc([C@@H]2Oc3ccc(OC)cc3/C(=N/O[C@@H](C)c3cn([C@H]4COC[C@H]4O)nn3)[C@@H]2O)c1
    . | . | -5% | . | 24%[12.4 µM] | . | -7%[15.3 µM] | 1%[12.4 µM] | .
- O=C(O)CSC1CC(=O)N(c2ccc(Cl)c(Cl)c2)C1=O (stereo unspecified)
    -10% | -1% | -1% | 3% | 1% | -3 | -6% | -2% | -12%
- C/C(N)=C(/C#N)C(=O)COC(=O)CSc1ccccc1
    -3% | -13% | 3% | 8% | -2% | 1 | -23% | -5% | 11%
- COc1ccc(-c2cc(-c3ccc(Cl)cc3)c(C#N)c(SCC(=O)O)n2)cc1
    4% | -3% | 4% | 32µM* | -16% | 0 | -8% | -6% | -14%
- CCOC(=O)c1c(-c2ccc(-c3ccccc3)cc2)csc1NC(=O)CNCCN(C)C
    -28% | -13% | -19% | 0% | 21% | 1 | 2% | 10% | -10%
- O=C(c1ccc(F)cc1)N1CCC(c2nc(-c3ccc(S(=O)(=O)N4CCCC4)cc3)no2)CC1
    -12% | 11% | -1% | 31% | . | -5 | -10% | 0% | 15%

New compounds follow
Values run as follows: Pol eta inh | POLK inh | GRP78 ERSR act | POLB inh | APEX1 inh | LDHA inh | Apoferritin bind | BLM helicase inh | POLI inh
- Cc1nn(Cc2cccc(Oc3ccccc3)c2)c(C)c1NC(=O)NC12CC3CC(CC(C3)C1)C2
    -27% | 2% | -2% | 1% | -2% | -8 | -12% | -6% | 35%[activator]
- CC(C)(CNC(=O)Cc1ccc(Cl)cc1Cl)N1CCOCC1
    -21% | -2% | -4% | 2% | 21% | -2 | 1% | 0% | 53%[activator]
- CNc1cc(N2CCN(S(=O)(=O)N(C)C)CC2)ccc1[N+](=O)[O-]
    -18% | 6% | 5% | 28% | 14% | 7 | 9% | -2% | 20%
- O=C(CCc1cn2ccccc2n1)NC1CCCc2c1cnn2-c1ccccc1F (stereo unspecified)
    -14% | 5% | 0% | 32% | 28% | -7 | -8% | 0% | 49%[activator]
- Cc1nc2ccccc2c2oc(C(=O)N3CCc4ccccc4C3)cc12
    0% | -19% | -1% | -2% | -5% | -1 | ? | -4% | 30%[activator]
- CCN(C(=O)c1cc2ccccc2oc1=O)c1ccccc1
    -8% | 2% | 4% | -21% | 1% | -7 | -12% | -3% | 4%
- O=S(=O)(Nc1nc2c(s1)CCCC2)c1ccc(F)cc1
    -19% | 6% | 6% | -10% | 3% | -4 | -17% | -9% | 26%
- Cc1cc(C)n(C(C)CC(=O)N2CCc3ccccc32)n1 (stereo unspecified)
    -17% | -19% | -1% | 19% | -5% | 2 | -9% | -1% | -67%
- CCOC(=O)C1CCCN(C(=O)c2ccc3nc(-c4cccc(OC)c4)oc3c2)C1 (stereo unspecified)
    -4% | -7% | -3% | ? | 6% | -1 | ? | -2% | -4%

Random excerpt: 2 compounds from above.
Values run as follows: Pol eta inh | POLK inh | GRP78 ERSR act | POLB inh | APEX1 inh | LDHA inh | Apoferritin bind | BLM helicase inh | POLI inh
- O=C(c1ccc(F)cc1)N1CCC(c2nc(-c3ccc(S(=O)(=O)N4CCCC4)cc3)no2)CC1
    -12% | 11% | -1% | 31% | . | -5 | -10% | 0% | 15%
- CN(C)S(=O)(=O)c1ccc(N2CCN(S(=O)(=O)c3ccc(F)cc3)CC2)c(Cl)c1
    -14% | 0% | -1% | 9% | -6% | 4 | 2% | -5% | 6%

Screens (PubChem BioAssay)
